Assay outcomes as filed in PubChem BioAssay.
Autophagy HCS = autophagy modulation, high-content screen. MEF GFP-LC3 puncta imaging; test concentration mostly 10 µM. calls only at 10 µM (by protocol). hit rate 0.98% among 190,000. AID 463193;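 active means percentage of spot-positive cells more than 3 SD above its plate mean, without a fluorescence outlier flag or 80% toxicity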;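 further: spot-positive cell cutoff set from DMSO-treated cells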
Dynein transport = dynein cargo transport inhibition | hit rate 0.47% among 220,000 | z-score, hits read low | 3617.4 mouse cells, GR-EGFP nuclear translocation imaging; test concentration mostly 20 µM; stimulated with dexamethasone, 1 µM; active compounds read low | AID 1381;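 active means plate z-score of nuclear minus cytoplasmic receptor signal below a set negative limit, without overly bright fluorescence or cell loss, cut at about -3.5 in these data, passing the limit was not always enough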;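 further: z-score of nuclear minus cytoplasmic ring GR-EGFP intensity difference per well; some compounds called inactive have numbers as strong as hits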
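medium = tetracycline-free induction medium containing charcoal-stripped FBS | probe or stimulus = dexamethasone, 1.0 µM final | timing = 48 h induction, then 1 h compound, then 30 min agonist, 37 °C | detection = automated 10x imaging of fixed Hoechst-stained cells | read-out basis = nuclear versus cytoplasmic GR-EGFP signal, averaged per well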
HEK293 NOD2/NF-kB = NOD2 signaling inhibitors, cell-based, luminescence, uHTS, HEK293 (AID 1566); HEK293 NOD2/NF-kB luciferase reporter, luminescence; higher % means a stronger effect; one-dose inhibition, % at 4 µM; EC50 in µM for titrated hits; hit rate 0.63% among 290,000; in the data active means inhibition above about 50%; further: many of its hits are not listed in these tables
NOD1 NF-kB reporter = NOD1 signaling inhibitors, primary screen, cell-based, luminescence, uHTS (AID 1578). NOD1-driven NF-kB luciferase reporter cells, luminescence; higher % means a stronger effect. one-dose inhibition, % at 4 µM; EC50 in µM for titrated hits. hit rate 1% among 290,000; in the data active means inhibition mostly above about 36%, no sharp cut-off; inactive means mostly below about 34%;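 further: HEK-293T reporter cells stimulated with the NOD1 agonist gamma-tri-DAP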
M17LAP inhibition = P. falciparum M17LAP inhibitors, primary screen, biochemical, fluorogenic H-Leu-NHMec substrate, 1536-well (AID 1619); recombinant M17LAP, H-Leu-NHMec fluorogenic kinetic assay; higher % means a stronger effect; hit rate 0.38% among 220,000; inhibition, % at 30 µM; hits with a dose series show IC50 in µM;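 active means compound inhibiting the enzyme by more than half at any dose during confirmatory dose-response retesting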;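 further: plate controls were full reaction with DMSO carrier for no effect and no enzyme background for full effect; strong numbers were not always called active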
Yfh1-off respiration = mitochondrial function rescue without frataxin homolog – Friedreich's ataxia, plus single-dose screen, dose response (AID 1465). S. cerevisiae Yfh1-off respiration, WST-1 reduction, 72 h; higher fold induction means a stronger effect. one-dose fold induction at 50 µM; EC50 in µM for titrated hits. hit rate 0.074% among 220,000;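 active means fold induction of absorbance versus untreated yeast above a set limit, then at least 30% activation at any dose in follow-up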;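 further: activators that raise dye reduction in frataxin-depleted yeast; strong numbers were not always called active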
Insulin prom up = MIN6 insulin promoter up-regulation; z-score at 5 µM; MIN6 insulin promoter-GFP reporter, high-content imaging; active compounds read high; hit rate 0.3% among 190,000;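 active means z-score above 3 at 5 µM with at least 500 cells counted in the well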
MT stabilizer = microtubule stabilization, imaging screen. HeLa tubulin immunostaining HCS, 24 h; share of cells brighter than vehicle mean+2SD. % tubulin-high responders, % at 10 µM. hit rate 0.83% among 200,000;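 active means plate Z-score above 3 for both tubulin-high and condensed-nucleus cell shares, with cell loss under 80%, at 10 µM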;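 further: anti alpha tubulin signal scored within the nucleus-defined area of each cell; some results filed as inactive read as strong as hits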
b-catenin transl = modulators of beta-catenin nuclear translocation; nuclear translocation activity, % at 5 µM; HeLa beta-catenin nuclear translocation, immunofluorescence imaging; hit rate 0.3% among 190,000; AID 1665;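 active means nuclear translocation activity above 50% at 5 µM, with a well cell count of 50 or more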;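 further: per-cell ratio of nuclear to cytoplasmic median beta-catenin stain intensity; plate controls were DMSO negative control for no effect and GSK-3 inhibitor IX positive control for full effect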
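Test system: human HeLa cells, endogenous beta-catenin. Times: 24 h compound exposure, 37°C. Measured by: beta-catenin immunofluorescence imaging with DAPI.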
Dynein transport cytoplasmic EGFP = second read-out of Dynein transport, no call of its own (marks repeat the call); z-score; measured here: cytoplasmic GR-EGFP intensity; active compounds read high
Dynein transport nuclear GR-EGFP = second read-out of Dynein transport, no call of its own (marks repeat the call); z-score; measured here: nuclear GR-EGFP intensity;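 lower value marks the stronger effect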
Dynein transport cell count = second read-out of Dynein transport, no call of its own (marks repeat the call); z-score; measured here: cell count per field
Insulin prom up cell count = also measured in Insulin prom up; calls as there; cell count; measured here: cytotoxicity, nuclei count;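 total cells summed across four imaged fields per well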
b-catenin transl cell count 5 µM = also measured in b-catenin transl; calls as there; cell count; measured here: cell count, cytotoxicity flag
MT stabilizer Hoechst-high % = second read-out of MT stabilizer, no call of its own (marks repeat the call); % Hoechst-high responders; measured here: nuclear condensation Hoechst responders;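 share of cells brighter than vehicle mean plus two SD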
MT stabilizer cytotoxicity % = further read-out of MT stabilizer, marked with its call; toxicity, %; measured here: cytotoxicity by cell density;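 0% = mean cell density of plate MIN control wells and 100% = no cells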
Autophagy HCS cell loss 18 h = also measured in Autophagy HCS; calls as there; toxicity, %; measured here: cell loss, nuclei count;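 cell loss after 18 h compound exposure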
The depositor's hits bear a star; i = inactive; . = not tested or not shown.

SMILES	Autophagy HCS	Autophagy HCS cell loss 18 h	Dynein transport	Dynein transport cytoplasmic EGFP	Dynein transport nuclear GR-EGFP	Dynein transport cell count	HEK293 NOD2/NF-kB	NOD1 NF-kB reporter	M17LAP inhibition	Yfh1-off respiration	Insulin prom up	Insulin prom up cell count	MT stabilizer	MT stabilizer Hoechst-high %	MT stabilizer cytotoxicity %	b-catenin transl	b-catenin transl cell count 5 µM
Cc1cccc(N(C(=O)C(F)(F)F)C(C(=O)NC2CCCCC2)c2cccs2)c1 (stereo not given)	i	-1.1	0.1	0.548	-0.0969	0.059	5.5%	8.2%	-19.3%	i	.	.	2.1	1.0	7.9	.	.
COc1ccc(/C=C/C(=O)NC(=S)NNC(=O)c2cnccn2)cc1	.	.	-1.24	-0.273	-0.395	2.33	15.5%	-2.6%	18.3%	i	.	.	.	.	.	-0.5	1344
O=C(Nc1nc2c(s1)CCCC2)Oc1ccccc1	i	3.1	0.328	-0.312	0.0675	0.737	-14.7%	14.6%	34.3%	i	1.23	1313	1.8	1.9	6.7	.	.
Cc1cc(C)nc(/N=C(\N)C2=C(O)CC(C)(C)CC2=O)n1	i	-0.9	0.931	-0.161	0.515	-0.883	13.4%	-9.3%	11.4%	i	1.21	1163	1.6	2.5	8.8	0.0	1206
CCOc1ccc(NC(=O)C2CCCN2C(=O)OCc2ccccc2)cc1 (stereo not given)	i	-12.6	0.0462	-0.303	-0.0378	0.0625	-1.9%	6.8%	-2.6%	i	0.3	1328	2.3	2.1	5.4	-2.0	1150
COc1ccc2cc(CN(Cc3cccnc3)Cc3nnnn3Cc3ccccc3)c(=O)[nH]c2c1	i	0.5	0.376	-0.3	0.23	0.31	9.9%	-18.9%	13.8%	i	-1.88	1105	5.3	3.2	4.6	-4.1	976
N#CC(C(=O)Nc1ccc(Cl)c(Cl)c1)=C1Nc2ccccc2N1	i	-3.5	-0.156	-0.0558	-0.0372	1.09	17.6%	-33.1%	19.1%	i	1.32	1126	3.7	2.3	8.7	3.2	1490
CCC(CC)NC(=O)COc1ccc(OC)cc1C=O	i	-1.0	-0.338	-0.223	-0.203	0.435	12.1%	-31.9%	7.0%	i	0.4	1290	1.7	2.8	5.7	-2.4	1100
CCOC(=O)N1CCC(NC(=O)C2CCCN(S(=O)(=O)c3cccnc3)C2)CC1 (stereo not given)	i	-1.5	1.16	-0.2	0.668	0.302	12.3%	1.5%	-2.6%	i	0.13	1453	2.5	2.3	11.7	-1.7	1152
Cc1cccn2c(=O)c3cc(C#N)c(=O)n(CC4CCCO4)c3nc12 (stereo not given)	i	5.3	0.0795	-0.103	-0.203	0.52	1.3%	10.7%	-54.2%	i	0.59	1310	1.4	1.9	8.4	-2.1	1499
CC1(OC(=O)C2CCCC2)C(=O)C=C2C=C(c3ccsc3)OC=C2C1=O (stereo not given)	.	.	-0.0895	-0.692	-0.0343	-0.432	11.7%	-8.9%	3.1%	i	0.67	1047	.	.	.	-0.9	1165
CC(C)NS(=O)(=O)c1ccc2c3c(cccc13)CC2	i	13.1	0.363	0.498	0.546	-0.00933	15.6%	-3.4%	3.9%	i	-0.13	1447	4.8	2.9	10.0	-0.7	1632
CCc1ccc(NC2=NC(C(=O)c3ccccc3)CC(=O)N2)cc1 (stereo not given)	i	5.5	3.01	0.0717	1.74	-2.7	9.2%	-13.9%	-2.2%	i	-0.11	1908	2.3	2.9	1.6	-0.4	1079
N#C/C(=C\c1cn[nH]c1-c1ccccc1)C(=O)NC1CCCCCC1	i	12.6	0.0459	-0.237	0.202	-0.149	7.3%	16.8%	7.7%	i	.	.	1.2	0.7	7.0	.	.
Nc1nc(C(=O)N2CCOCC2)nn1C(=O)c1ccc(Cl)cc1	i	4.8	0.104	-0.252	0.381	1.07	18.4%	-8.9%	7.8%	i	.	.	3.4	2.5	5.9	1.1	934
O=C(CN1C(=O)CSc2ncccc21)NCCN1CCOCC1	i	6.8	-1.02	-0.208	-0.569	0.163	1.9%	-21.4%	6.4%	i	0.59	865	3.4	2.6	7.2	.	.
COc1cc(N=c2ssnc2Cl)cc(OC)c1OC	i	18.5	-0.911	0.98	-0.0337	-1.05	7.0%	-10.1%	12.9%	i	.	.	4.1	2.2	5.1	.	.
COc1cc(NC(=S)Nc2ccc(OC(F)F)cc2)cc(OC)c1	.	.	-0.712	-0.27	-0.403	0.488	14.6%	-13.3%	4.5%	i	-0.98	1075	.	.	.	-0.8	1369
COc1ccc(CNC(C)C2COc3ccccc3O2)c(OC)c1 (stereo not given)	i	10.7	0.3	-0.0195	0.509	-0.0604	3.3%	6.0%	11.2%	i	0.03	1215	5.4	3.0	7.0	6.3	1382
COC(=O)c1cc(C#N)c(Oc2cccc(C)c2C)nc1C	i	-1.5	1.32	-0.245	-0.0676	-0.347	-4.2%	-7.2%	0.2%	i	0.26	1847	1.4	1.4	3.2	-2.3	1113
COC(=O)CN1C(C)=Nc2ccc(Br)cc2C1c1ccccc1 (stereo not given)	i	3.8	-0.233	-0.224	-0.646	1.09	6.3%	-18.7%	0.2%	.	0.08	1792	1.6	2.2	7.9	0.0	1079
CCc1cc2c(=O)c(-c3nc4ccccc4n3C)c(C)oc2c(CN(CC)CC)c1O	i	14.9	-0.29	-0.228	-0.323	1.14	24.1%	6.2%	4.7%	i	.	.	5.6	1.8	2.6	.	.
COc1ccc(OC)c(S(=O)(=O)N2CCN(C34CC5CC(CC(C5)C3)C4)CC2)c1	i	-10.2	-1.02	-0.333	-0.289	0.542	10.4%	5.4%	5.7%	i	.	.	4.5	3.1	5.8	.	.
CCOC(=O)c1cn(Cc2ccccc2)nn1	i	12.7	0.272	-0.221	0.261	0.521	10.5%	3.9%	-4.7%	i	0.35	1212	3.6	2.1	3.3	-0.5	494
CC(C)Oc1ccc(CSC(=N)N)cc1	i	-4.0	-0.746	-0.0369	-0.258	0.283	18.6%	23.2%	9.2%	i	-0.26	1480	2.0	2.4	7.7	1.6	1252
COc1cccc(C(=O)NC(=O)Nc2cc(C)on2)c1	i	-24.5	1.07	-0.252	0.689	-0.656	-38.3%	-66.5%	-2.1%	i	0.28	1240	3.5	1.4	1.3	-3.3	1132
Cc1cccc(C(=O)Nc2ccc(N3CCN(c4ccc(C(F)(F)F)cn4)CC3)nc2)c1	.	.	0.306	-0.236	0.158	0.219	-15.5%	-4.0%	-1.4%	i	-0.54	1471	.	.	.	-1.4	1115
CC1=CC2=NC(=O)/C(=C\c3cc(C)n(-c4ccc(F)cc4)c3C)C(=N)N2O1	i	10.3	0.265	-0.253	0.453	0.431	23.2%	-5.8%	2.1%	i	-0.24	1352	3.2	3.2	1.3	-0.4	930
COc1ccc(-c2nc(SC)n(C)c(=O)c2C#N)cc1OC	i	13.0	-0.0451	-0.0462	0.487	-0.735	9.4%	5.6%	4.7%	i	1.12	1329	0.9	2.2	12.6	.	.
COc1ccc(-c2nc(-c3cccc(C)c3)nc(Cl)c2C#N)cc1	i	-41.5	-0.828	-0.261	-0.17	0.625	-6.4%	-30.0%	9.8%	i	1.51	1443	2.8	1.6	3.4	-4.9	905
CCCC(=O)Nc1cccc(-c2nc3cc(C)c(C)cc3o2)c1	i	-2.6	-0.522	-0.157	0.0216	0.0925	-97.1%	-129.2%	0.3%	i	0.34	1205	3.4	2.2	5.4	-0.9	887
CCC(C(=O)NCCCc1ccccc1)c1ccccc1 (stereo not given)	i	-4.0	-0.151	-0.125	0.0909	0.764	-4.5%	-25.7%	1.7%	i	0.08	1341	2.8	1.2	5.9	0.8	961
COC(=O)c1cc(OC)c(OC)cc1NC(=S)N1CCC(C(N)=O)CC1	i	-8.9	0.723	-0.193	0.34	0.45	5.1%	8.8%	-8.2%	i	0.73	914	1.9	1.0	4.6	0.5	1115
c1ccc(N2CCN(Cc3cn4cccnc4n3)CC2)cc1	.	.	0.318	-0.2	0.175	-0.352	4.6%	-5.0%	2.4%	i	-1.14	1014	4.8	1.8	8.3	-0.4	1140
N#Cc1c(-c2cccs2)cc(-c2cccnc2)nc1N	i	8.6	0.974	-0.179	0.423	-1.07	-79.5%	-5.2%	-5.9%	i	0.04	1562	1.8	1.9	10.0	-0.9	1410
CCCCN(C(=O)CN1CC(C)OC(C)C1)c1c(N)n(CC(C)C)c(=O)[nH]c1=O (stereo not given)	i	4.7	-0.926	-0.252	-0.689	0.707	-5.6%	-20.4%	1.8%	i	0.29	1574	4.4	2.1	7.6	-0.1	1044
C/C(CC(=O)Nc1cc(C)ccn1)=N\NC(=O)c1cccc(C)c1	i	4.7	0.828	-0.239	0.731	-0.797	-13.0%	11.4%	36.6%	i	2.16	1270	2.6	2.3	4.3	-1.0	1131
COC(=O)c1cc(Br)c(=O)n(CCN2CCCC2)c1	i	-15.3	0.445	-0.209	1.18	0.652	12.5%	-3.3%	9.0%	i	0.09	1664	2.4	2.4	8.2	1.5	1259
Cc1cccc(C)c1NC(=S)NCCCN1CCCC1=O	i	-0.9	-0.736	-0.284	-0.435	-0.203	6.3%	-10.0%	-1.5%	i	0.75	1064	2.9	3.1	5.1	.	.
COc1ccc(/C=C(/NC(=O)c2ccc(C)cc2)c2nc3ccccc3[nH]2)cc1OC	i	-5.6	0.768	-0.221	-0.48	0.0516	-12.7%	3.8%	4.6%	i	.	.	2.9	1.1	3.0	.	.
CC1CN(S(=O)(=O)c2ccc(C(=O)NCCCn3ccnc3)cc2)CC(C)O1 (stereo not given)	i	6.7	-0.6	-0.324	-0.225	1.17	0.2%	-27.9%	-6.2%	i	0.32	671	2.2	2.6	2.0	0.1	1074

These rows are one share of the data (hit frequency here may not be typical).
